Screening results as filed in PubChem BioAssay.
NR2F2 inh: NR2F2 transcriptional activity inhibitors, primary screen, cell-based, luciferase reporter, HEK293T, luminescence; COUP transcription factor 2 (Homo sapiens), P24468; HEK293T NGFI-A luciferase reporter; inhibition, % at 8.6 µM; actives 0.7% (n = 370,000); AID 686940, 2013;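 active = inhibition above a per-plate cutoff, mean inhibition of test wells between control levels plus 3 SD, cut at about 38% in these data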;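 also: cells cotransfected with COUP-TFII expression vector driving the NGFI-A reporter; 0% = median of COUP-TF2 test wells and 100% = reporter-only cells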
TRAIL sens C8: viability loss with TRAIL in NB7+C8 cells, primary screen, TRAIL sensitizer project, cell-based, ATPlite luminescence | inhibition (viability loss, TRAIL sensitization), % at 10 µM | actives 1% (n = 360,000) | AID 624354, 2012;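 active = compounds causing at least 50% loss of cell viability in the single-dose screen, relative to plate controls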
LRH-1 inv ag: LRH-1 (NR5A2) inverse agonists, primary screen, cell-based, luminescence, HEK293T, StAR-luciferase reporter. actives 0.13% (n = 360,000). LRH-1 transfected, 24 h. inhibition, % at 3.6 µM. Nuclear receptor subfamily 5 group A member 2 (Homo sapiens), O00482;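 active = inhibition above the mean inhibition of all tested compounds plus 3 SD, cut at about 73% in these data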;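 also: 0% = DMSO wells and 100% = reporter-only cells lacking LRH-1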
Target sequence (O00482 whole entry, looked up): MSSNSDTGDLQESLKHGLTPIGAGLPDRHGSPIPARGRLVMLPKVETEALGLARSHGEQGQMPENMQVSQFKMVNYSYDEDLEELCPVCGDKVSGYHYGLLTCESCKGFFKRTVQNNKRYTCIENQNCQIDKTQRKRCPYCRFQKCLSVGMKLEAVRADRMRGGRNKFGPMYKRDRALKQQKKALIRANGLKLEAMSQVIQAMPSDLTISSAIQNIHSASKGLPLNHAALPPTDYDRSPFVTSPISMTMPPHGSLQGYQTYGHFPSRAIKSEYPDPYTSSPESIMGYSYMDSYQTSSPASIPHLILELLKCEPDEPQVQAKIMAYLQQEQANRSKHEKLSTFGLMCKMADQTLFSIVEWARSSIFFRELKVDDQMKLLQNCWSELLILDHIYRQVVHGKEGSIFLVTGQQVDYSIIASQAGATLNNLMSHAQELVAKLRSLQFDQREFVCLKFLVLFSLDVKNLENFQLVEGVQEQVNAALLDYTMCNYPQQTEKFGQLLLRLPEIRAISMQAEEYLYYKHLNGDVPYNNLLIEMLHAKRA
SRC2 inh: inhibition of GAL4-SRC2 driven luciferase reporter, primary screen, SRC2 inhibitor project, cell-based, luminescence; HEK293 GAL4-SRC2 luciferase reporter; inhibition, % at 9 µM; actives 0.17% (n = 370,000); AID 651957, 2012;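 active = inhibition above the mean inhibition of all tested compounds plus 3 SD, set per campaign, cut at about 52% in these data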;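 also: 0% = DMSO treated cells and 100% = cells given Gossypol at 36 µM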
TLR9-MyD88 block: inhibitors of TLR9-MyD88 association in cells, primary screen, cell-based, CHO, BLA complementation, fluorescence. inhibition, % at 4.98 µM. CCF4 FRET ratio. actives 0.21% (n = 340,000). Toll-like receptor 9 (Homo sapiens) + Myeloid differentiation primary response protein …;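 active = inhibition above the mean over all tested compounds plus 3 SD, cut at about 21% in these data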;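 also: 0% = DMSO only wells and 100% = clavulanate BLA inhibitor control wells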
Vif inh: HIV Vif self-association inhibitors, primary screen, imaging, HEK293T, single point; HEK293T cells, Vif self-association by quenched fluorescence, 24 h; inhibition, % at 7.49 µM; actives 0.35% (n = 340,000); AID 602346, 2012; in the data active = inhibition above about 50%, passing the limit was not always enough; inconclusive = no clear call, values can overlap the other calls; inactive = below about 31%; also: some results filed as inactive read as strong as hits
NCOA1 inh: SRC1 coactivator transcriptional activity inhibitors, primary screen, cell-based, luminescence; inhibition, % at 3.6 µM; HEK293 GAL4-SRC1 luciferase reporter; Nuclear receptor coactivator 1 (Homo sapiens), Q15788; actives 0.12% (n = 360,000); AID 588354, 2011;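 active = inhibition above the campaign mean plus 3 SD, with each screening campaign given its own cutoff, cut at about 60% in these data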;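 also: 0% = DMSO treated cells and 100% = gossypol at 36 µM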
EBV LMP1 NFkB: EBV LMP1-driven NF-kappaB luciferase reporter inhibitors, primary screen, cell-based, luminescence, single point | inhibition, % at 12.5 µM | actives 0.69% (n = 350,000) | LMP1-induced NF-kappaB luciferase reporter cells; in the data active = inhibition above about 41%; inconclusive = no clear call, values can overlap the other calls;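 also: 0% = neutral control wells and 100% = reference inhibitor control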
TROY signal inh: inhibitors of TROY-driven NF-kB signaling, primary screen, Q293 LMP1-TROYcd cells, NF-kB luciferase, uHTS. Q293 LMP1-TROYcd NF-kB luciferase reporter, 4 h. AID 1347056, 2019. actives 0.98% (n = 360,000). inhibition, % at 10 µM;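 active = compounds whose plate-normalised and pattern-corrected inhibition of the luciferase reporter signal at the single screening dose is 50% or more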
NOD2 RIPK2 PPI: NOD2-RIPK2 binding disruptors in cells, primary screen, fluorescence, CHO cells, BLA complementation. Receptor-interacting serine/threonine-protein kinase 2 (Homo sapiens), O43353. CCF4 ratio. inhibition, % at 4.98 µM. actives 0.38% (n = 360,000). AID 624267, 2012; in the data active = inhibition above about 21%;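 also: 0% = vehicle only and 100% = reference blocker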
Target sequence (O43353 whole entry, looked up): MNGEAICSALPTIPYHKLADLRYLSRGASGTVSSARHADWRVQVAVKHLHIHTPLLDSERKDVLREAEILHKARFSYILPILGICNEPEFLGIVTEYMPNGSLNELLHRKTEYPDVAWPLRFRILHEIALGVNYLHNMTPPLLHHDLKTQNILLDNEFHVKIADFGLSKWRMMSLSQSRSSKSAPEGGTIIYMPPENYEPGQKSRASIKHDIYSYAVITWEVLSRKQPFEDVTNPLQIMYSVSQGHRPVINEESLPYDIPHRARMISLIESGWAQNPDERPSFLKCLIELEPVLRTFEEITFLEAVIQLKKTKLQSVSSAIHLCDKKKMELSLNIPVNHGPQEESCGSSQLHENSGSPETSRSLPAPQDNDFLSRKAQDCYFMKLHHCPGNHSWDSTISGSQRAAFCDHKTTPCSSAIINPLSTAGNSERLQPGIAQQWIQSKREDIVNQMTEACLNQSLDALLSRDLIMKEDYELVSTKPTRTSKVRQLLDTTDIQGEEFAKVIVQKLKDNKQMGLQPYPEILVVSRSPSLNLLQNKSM
SRC3 inh: SRC3 coactivator transcriptional activity inhibitors, primary screen, cell-based, luminescence. Nuclear receptor coactivator 3 (Homo sapiens), Q9Y6Q9. HEK293 GAL4-SRC3 luciferase reporter. inhibition, % at 3.6 µM. actives 0.17% (n = 360,000). AID 588352, 2011;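 active = inhibition above a per-campaign cutoff, the mean of all compounds plus 3 SD, cut at about 60% in these data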;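 also: 0% = DMSO-treated cells and 100% = gossypol-treated cells at 36 µM; higher means less SRC3-driven luciferase light from the GAL4 reporter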
An asterisk follows results filed as active; ? = inconclusive; . = not tested or not shown. The list is partial; count on the stated rates, not on these rows.

SMILES	NR2F2 inh	TRAIL sens C8	LRH-1 inv ag	SRC2 inh	TLR9-MyD88 block	Vif inh	NCOA1 inh	EBV LMP1 NFkB	TROY signal inh	NOD2 RIPK2 PPI	SRC3 inh
Cc1cc(C=O)c(C)n1-c1ccc(NC2CCCCC2)c([N+](=O)[O-])c1	9	-4	-16	16	-2	-20	9	0	24	-3	-25
CCc1ccc(NC(=O)N(CCN2CCOCC2)C2CCN(C(C)=O)CC2)cc1	-8	12	-8	7	5	7	8	-7	.	7	-10
Cc1ccc2cc(CNC(C)(C)C)c(=O)[nH]c2c1	-7	-10	12	-13	0	-4	-5	-1	-10	-3	-7
Cc1ccnc(N2CCCC(C(=O)Nc3cccc(C)c3C)C2)n1 (centres undefined)	19	12	-2	5	-17	24	-21	1	0	-1	0
c1ccc(CCN2CCN(c3ncnc4c3cnn4-c3ccccc3)CC2)cc1	24	-30	2	-27	-8	-45	-20	2	3	-2	-4
O=C(c1ccccc1)c1ccc(OCC(O)CN2CCCCC2)cc1 (centres undefined)	-1	-8	4	-23	4	-6	0	2	-9	-14	17
C/C(CC(=O)NC1CCCCC1)=N\NC(=O)c1ccccn1	-26	-1	-127	-60	-8	0	-72	12	-53	0	-80
Cc1ccc(S(=O)(=O)Nc2cccc(Cl)c2)cc1NC(=O)C1CC1	-2	-15	3	7	-2	6	3	6	3	-3	25
CCc1ccc(-c2cc(C)no2)cc1S(=O)(=O)NC(C)Cc1ccco1 (centres undefined)	9	-3	9	-8	0	-8	-1	0	-15	-11	11
COC(C[C@@H]1O[C@@H]1[C@@H](O)[C@H](C)OCc1ccccc1)OC	-12	4	-11	-11	0	17	-9	-5	7	5	-4
C#Cc1ccc([C@H]2C=C(C(=O)NCc3ccccc3)O[C@@H](OCC)[C@@H]2CCCO)cc1	6	2	-9	15	-5	-3	-2	4	4	6	-6
C=CC[C@@H](CC(=O)N[C@H](CO)Cc1ccccc1)C(=O)NC[C@@H](OC(=O)[C@@H](CC=C)Cc1ccc(F)cc1)c1ccccc1	6	15	-5	-6	1	-4	4	8	-1	-5	-5
O=C(CCNC(=O)c1ccc([N+](=O)[O-])cc1)Nc1ccccc1N1CCCC1	-4	-11	0	-8	-5	-1	-5	2	9	1	5
Cc1ccc(C2CC(=O)C=C(NCC(C)C)C2)cc1 (centres undefined)	-9	-2	-4	-32	-28	-1	5	5	12	-10	0
Cc1ccc(NC(=O)/C(Cl)=C\c2ccccc2)cc1	-53	23	-145	-26	2	2	-88	-11	-5	8	-85
CC(NC(=O)C1CCC(CNC(=O)[C@@H]2Cc3ccccc3CN2)CC1)c1ccccc1 (some centres undefined)	-5	-13	-19	10	-8	-3	10	2	-5	2	9
Nc1ccc(NC(=O)c2cccs2)cc1	7	0	-24	-5	-8	-1	-42	-4	-46	-2	-21
Cc1cccc2cc3c(NC(=O)c4ccccn4)nn(C)c3nc12	3	9	-2	-4	1	-2	-9	-21	-26	-3	-19
O=C(NCc1ccccc1)c1cccc(COc2ccccc2Cl)c1	-42	4	-116	-35	4	-9	-125	-9	-33	-1	-100
CCOC(=O)c1nn(-c2ccccc2)c(=O)c(C#N)c1C	-11	0	-14	-21	-8	29	6	1	-12	0	26
CN1CCCN(C(=O)c2c(F)cccc2Cl)CC1	-1	-6	1	6	1	-4	11	8	23	-1	4
CCc1ccc(NC(=O)C2CCN(S(=O)(=O)c3ccc4c(c3)NC(=O)C(C)S4)CC2)cc1 (centres undefined)	58*	40	-8	17	-5	-7	1	27	33	-1	3
CCOC(=O)C(=CNc1ccc(OC)cc1[N+](=O)[O-])C(=O)OCC	9	22	13	-6	-5	-7	3	10	7	-8	10
CCN(C[C@H]1N[C@@](CC)(C(=O)OC)[C@H]2C(=O)N(C)C(=O)[C@@H]12)C(=O)c1ccc(F)cc1	4	-6	-1	3	6	9	3	-2	-10	-5	-21
COc1ccc(OC)c(/C=C/c2[nH]c(=O)[nH]c(=O)c2[N+](=O)[O-])c1	17	-4	-16	25	-3	-2	4	-7	-15	-11	-10
O=S(=O)(c1ccc2c(c1)CCCN2)N1CCCCC1	-7	-11	-6	1	-18	-2	-7	5	-13	1	17
CC(=O)c1ccc(NC(=O)CN2c3cccc4cccc(c34)S2(=O)=O)cc1	11	-11	24	-47	4	-2	8	5	10	9	-9
CONC(=O)c1cc(OCC(F)(F)F)ccc1OCC(F)(F)F	-39	-1	-6	17	-13	-1	-3	3	-4	1	7
Fc1ccc(N2CCN(c3nc(-c4ccco4)cc(C(F)(F)F)n3)CC2)cc1	5	2	0	-35	2	-5	1	1	-4	-1	3
O=[N+]([O-])c1cc2c(cc1CN1CCN(CCOCCO)CC1)OCO2	0	-13	-14	3	-3	-7	2	31	9	-20	-14
COc1ccc(C)cc1Nc1n[n+](-c2ccccc2)c(-c2ccc(C(=O)O)cc2)s1	3	3	23	-9	-1	-2	-5	-7	-12	-6	-7
O=C(OCc1cn([C@H]2CN(CC3CCCCC3)[C@@H](c3ccc(Cl)cc3)C[C@@H]2O)nn1)c1ccccc1	23	-4	22	-26	7	1	8	5	-5	-1	-3
CCCCNC(=O)c1nc(C2CCN(S(=O)(=O)c3ccc(F)c(F)c3)CC2)oc1-c1ccccc1	-11	-5	6	3	.	.	10	.	2	-4	-1
Cc1ccc(C(=O)N2CCN(C/C=C/c3ccccc3)CC2)cc1S(=O)(=O)N1CCOCC1	-4	2	25	-21	-2	-8	3	1	9	-1	18
O=C(N/N=C/c1c(O)ccc2ccccc12)c1[nH]ncc1Br	-29	22	69	5	6	.	24	4	-3	0	67*
Cc1nc(C(N)=O)nc2ccccc12	-5	0	4	-4	11	-5	-13	-9	-4	-1	6
O=C(NCCCn1ccnc1)c1nn2c(C(F)(F)F)cc(-c3ccc(Br)cc3)nc2c1Cl	11	21	-3	-15	-5	-2	2	5	23	3	-14
CCOC(=O)c1c(C)[nH]c(C)c1C(=O)CSc1nnc(-c2ccncc2)n1Cc1ccccc1	7	-2	10	4	-2	1	2	1	2	-8	13
COc1ccc(Br)c(C(=O)OCC(=O)NC(=O)NC2CCCC2)c1	4	-4	-4	9	0	2	-3	-8	22	2	15
CSc1nc(-c2ccc(Cl)cc2)c(C#N)c(=O)[nH]1	16	2	5	15	6	0	-18	3	-7	0	8
Cc1cc(C(=O)NCc2ccco2)sc1C	-3	5	-21	-11	2	-6	-19	0	-26	-10	-9
NC(=O)c1cc(-c2ccccc2)sc1NC(=O)Cc1ccc(S(=O)(=O)N2CCOCC2)s1	-1	3	-2	9	-2	.	10	6	-14	10	-6
CCOC(=O)c1c(NC(=O)CSc2nnc(-c3ccccc3)o2)sc(C(C)=O)c1C	11	-6	8	-19	-8	4	-7	33	32	-4	-7
CC(C)C(OC(=O)CN1C(=O)c2ccccc2C1=O)C(=O)NC1CCCCC1 (centres undefined)	9	-1	0	-28	-2	-4	-6	-2	-49	-4	-3
Cc1nn(-c2ccccc2)nc1C(N)=O	6	12	0	3	5	1	-10	-2	-11	9	16
O=C(Nc1ccccc1)c1cc(C2COCCN2C(=O)C2CC2)on1 (centres undefined)	9	-3	4	2	.	11	-14	.	-12	-1	-6
Cc1ccc2oc(C(=O)NCc3ccc(S(N)(=O)=O)cc3)cc(=O)c2c1	-3	-5	-1	-4	3	-5	9	2	-16	3	2
COc1cc(S(=O)(=O)Nc2cccnc2)ccc1F	15	0	3	-17	-2	-7	-9	-11	9	6	18
CCOCCc1nnc(NC(=O)Cc2ccccc2)s1	10	9	5	-24	3	.	-5	-11	9	9	9
CCNC(=S)NCc1ccco1	4	-3	-9	-5	-6	-1	-52	7	4	0	-17
(next part)
SMILES	NR2F2 inh	TRAIL sens C8	LRH-1 inv ag	SRC2 inh	TLR9-MyD88 block	Vif inh	NCOA1 inh	EBV LMP1 NFkB	TROY signal inh	NOD2 RIPK2 PPI	SRC3 inh
Cc1noc(C)c1CCC(=O)O	4	6	5	-3	-2	4	-16	-4	6	7	0
Clc1ccc(N2CCN(c3ncnc4c3oc3ccccc34)CC2)cc1	3	-14	-14	-32	-18	.	-9	-5	-4	-6	12
O=C(Cn1ccc2ccccc2c1=O)NCC(=O)Nc1ccc(F)cc1F	-5	-20	-16	-25	4	-18	1	5	-2	-11	-1
CCOC(=O)c1ccc(NC(=O)COc2ccc(S(=O)(=O)N3CCCC3)cc2)cc1	-15	1	10	15	5	?	8	-1	15	2	0
CCOC(=O)C1=C(C)N(C)C(=S)NC1c1ccccc1Cl (centres undefined)	4	45	-3	-2	-3	.	-1	3	2	1	10
COc1ccc(NC(=O)C2C3C=CC(C3)C2C(=O)NCc2ccco2)c(OC)c1 (centres undefined)	3	15	10	-24	-6	.	-10	-9	10	-5	-2
NC(=O)c1cccc(-c2ccnc3c2CC(C(=O)NCc2ccc(F)c(F)c2)O3)c1 (centres undefined)	16	26	-6	-22	.	4	-1	.	1	-6	-18
CC(C)(C)c1cc(CN2CCCC(O)C2)c(O)c(C(C)(C)C)c1 (centres undefined)	-18	-8	-23	-19	5	-1	8	-5	6	-1	12
O=C(OCC(=O)C12CC3CC(CC(C3)C1)C2)c1cnccn1	5	-3	2	5	5	-5	-27	3	-34	-28	10
O=C(COC(=O)CNC(=O)c1ccccc1)NC1CCCCC1	-26	-6	-21	-11	-7	18	-12	-2	5	-7	0
CC(=O)Nc1ccc2c(CSc3nncs3)cc(=O)oc2c1	11	2	7	-9	-2	3	-9	8	-6	-1	-9
CCCCC(=O)N(C)c1c(CC)nc2c(OCC(N)=O)cccn12	-5	-6	10	-13	.	.	8	.	7	-6	-5
CCC(=O)Nc1ccc(Cl)c(-c2nc3ncccc3o2)c1	-7	0	21	-12	5	-5	0	4	10	-6	11
COCCn1c(SCC(=O)Nc2cc(Cl)ccc2OC)nc2c(c1=O)SC(C)C2 (centres undefined)	2	-2	11	0	-4	-8	23	9	-4	2	19
O=C(Nc1ccc(C(=O)N2CCOCC2)cc1)Nc1ccc(Cl)cc1Cl	3	-5	-6	-31	-12	-11	-45	10	-6	5	7
c1ccc(CSc2ccc(-c3ccccn3)nn2)nc1	-16	19	-95	-46	-10	-18	-75	-6	-54	-5	-68
